Compound activity as filed in PubChem.
TEAD-YAP block: TEAD-YAP interaction inhibition. HEK-TIYL cells, TEAD-Gal4/YAP UAS-luciferase luminescence. inhibition, % at 9.12 µM. 640,000 compounds, 1.4% hits. AID 1259422; in the data active = inhibition above about 32%;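 also: 0% = median of test compound wells and 100% = reference inhibitor wells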
GPR151 ag: activates the human receptor GPR151; Q8TDV0; PathHunter beta-arrestin GPR151 cells, luminescence; activation, % at 11.2 µM; 650,000 compounds, 1% hits; AID 1508602; in the data active = activation above about 4.9%;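 also: 0% = median of compound wells and 100% = cells with positive control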
Target sequence (Q8TDV0 whole entry, looked up): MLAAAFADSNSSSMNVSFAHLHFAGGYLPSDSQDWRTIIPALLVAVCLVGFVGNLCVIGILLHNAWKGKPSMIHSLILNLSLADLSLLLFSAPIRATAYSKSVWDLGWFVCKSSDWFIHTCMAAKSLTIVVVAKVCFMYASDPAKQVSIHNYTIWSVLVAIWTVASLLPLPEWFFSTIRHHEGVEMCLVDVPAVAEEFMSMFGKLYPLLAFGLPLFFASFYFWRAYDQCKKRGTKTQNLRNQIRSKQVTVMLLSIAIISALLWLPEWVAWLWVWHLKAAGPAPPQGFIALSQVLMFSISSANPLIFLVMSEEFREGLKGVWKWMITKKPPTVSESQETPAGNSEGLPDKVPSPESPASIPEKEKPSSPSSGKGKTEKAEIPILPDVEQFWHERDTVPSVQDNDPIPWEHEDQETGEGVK
FBW7 act: human FBW7 E3 ligase activation, primary screen. AlphaScreen FBW7–phospho-cyclin E peptide binding, activator screen. normalized activity (activation), % at 26.1 µM. 650,000 compounds, 0.13% hits. AID 1259310; in the data active = normalized activity above about 1.9%;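 also: purified mutant Fbw7 with reduced substrate affinity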
MITF primary: blocks human microphthalmia-associated transcription factor; AlphaScreen MITF homodimerization, bead proximity signal; 650,000 compounds, 0.91% hits; inhibition, % at 2.6 µM; AID 1259374; in the data active = inhibition above about 50%;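 also: 0% = vehicle wells with protein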
Target sequence (O75030 whole entry, looked up): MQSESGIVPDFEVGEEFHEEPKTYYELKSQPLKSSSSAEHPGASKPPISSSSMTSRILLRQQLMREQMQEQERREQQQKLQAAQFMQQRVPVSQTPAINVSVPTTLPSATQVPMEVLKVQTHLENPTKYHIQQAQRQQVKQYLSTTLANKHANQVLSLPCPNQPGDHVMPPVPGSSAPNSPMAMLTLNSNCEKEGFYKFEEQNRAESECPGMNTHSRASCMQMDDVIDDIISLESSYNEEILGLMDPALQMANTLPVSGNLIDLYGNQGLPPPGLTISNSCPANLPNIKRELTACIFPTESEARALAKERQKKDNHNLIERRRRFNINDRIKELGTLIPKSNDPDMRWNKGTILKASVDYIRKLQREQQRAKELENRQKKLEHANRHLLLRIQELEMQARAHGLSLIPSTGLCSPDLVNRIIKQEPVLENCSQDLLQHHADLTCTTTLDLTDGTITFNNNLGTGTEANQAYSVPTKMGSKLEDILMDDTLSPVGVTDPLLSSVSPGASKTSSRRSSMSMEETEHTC
* marks the source's active call; other numbers are inactive results.

Value order – FBW7 act | MITF primary | TEAD-YAP block | GPR151 ag
(1) O=C(Nc1cc(Cl)cc(Cl)c1)c1cc(=O)c2ccccc2o1
 : 0.0 | -2 | -10 | 0.6
(2) CCC(=O)Nc1cc(-c2nc3ccccc3o2)ccc1Cl
 : -0.1 | 9 | -15 | 0.8
(3) CC1CCCC(C)N1C(=O)/C(C#N)=C/c1ccc2c(c1)OCO2 (stereo not given)
 : -0.1 | -1 | -3 | 1.9
(4) CCCCNC(=O)c1sc(=S)n(-c2c(C)cccc2C)c1N
 : -0.1 | -9 | -15 | 2.4
(5) CN(C)c1ccccc1-c1cnn2c(NCCc3ccccn3)ccnc12
 : 0.2 | 16 | 5 | -0.9
(6) COC(=O)c1cccc(CSc2nnc(-c3ccc(OC)cc3)n2-c2ccccc2)c1
 : 0.2 | -3 | -12 | 1.1
(7) CSc1cccc(NC(=O)C(C)n2c(C)c3cnn(-c4ccccc4)c(=O)c3c2C)c1 (stereo not given)
 : 0.2 | 2 | 3 | 0.6
(8) O=C(Nc1nnc(COc2ccccc2F)s1)c1ccccc1
 : 0.0 | -9 | -6 | 0.3
(9) O=C(COC(=O)c1ccccc1)c1ccc(Cl)cc1
 : 0.3 | 9 | 2 | -4.8
(10) COc1ccc(-c2csc(NC(=O)c3ccc(S(=O)(=O)N4CCCC4)cc3)n2)c(OC)c1
 : 0.2 | 6 | 6 | 5.5*
(11) CCCCOc1cccc(C(=O)N(Cc2ccccc2)C2CCS(=O)(=O)C2)c1 (stereo not given)
 : 0.0 | 8 | 3 | -0.6
(12) CCOC(=O)/C(C#N)=C/c1c(Oc2ccccc2)nc2ccccn2c1=O
 : 0.1 | 26 | 6 | -0.5
(13) CCN1C(=O)C(C(=O)c2ccccc2)C2CC1(C)Oc1ccccc12 (stereo not given)
 : 0.1 | 9 | -9 | 0.6
(14) O=C(CSc1ncccc1-c1nc2ccccc2[nH]1)Nc1ccc2c(c1)OCO2
 : 0.1 | 15 | -1 | 3.6
(15) CCC(=O)N1c2ccccc2-c2nnc(SC)nc2OC1c1cccc(C)n1 (stereo not given)
 : -0.1 | 3 | 7 | -0.1

Compound profiles, as listed above.
`O=C(COC(=O)c1ccccc1)c1ccc(Cl)cc1` as listed: FBW7 act = 0.3; MITF primary = 9; TEAD-YAP block = 2; GPR151 ag = -4.8
`CSc1cccc(NC(=O)C(C)n2c(C)c3cnn(-c4ccccc4)c(=O)c3c2C)c1` (stereo not given) as listed: FBW7 act = 0.2; MITF primary = 2; TEAD-YAP block = 3; GPR151 ag = 0.6

(further entries)
Value order – FBW7 act | MITF primary | TEAD-YAP block | GPR151 ag
(16) O=C(Nc1cc(C(F)(F)F)ccc1F)C1CCCC1
 : -0.1 | -3 | -9 | 13*
(17) O=C(O)CNC(=O)/C(=C/c1ccccc1)NC(=O)c1ccccc1Cl
 : 0.0 | -11 | 2 | -0.1
(18) CC(C)(C)CC(=O)NCC(c1cccs1)N1CCc2ccccc2C1 (stereo not given)
 : 0.0 | -10 | -1 | 0.1
(19) COc1cc(OC)c(NC(=O)c2ccc(N3CC4CC(C3)c3cccc(=O)n3C4)c([N+](=O)[O-])c2)cc1Cl (stereo not given)
 : 0.2 | 21 | -17 | -0.4
(20) COc1ccc(C(=O)NC(=S)Nc2cc(N3CCCC3)c([N+](=O)[O-])cc2C)cc1Cl
 : 0.0 | -5 | 5 | 0.0
(21) O=C(Nc1ccccc1)c1cc2ccccc2oc1=Nc1ccc(Cl)cc1Cl
 : -0.1 | 1 | -21 | 0.1
(22) O=C(CSc1nnc2ncccn12)Nc1ccc(OCc2ccccc2)cc1
 : 0.1 | 2 | 10 | 0.5
(23) C=CCn1c(=N)n(CC(O)c2ccco2)c2ccccc21 (stereo not given)
 : -0.1 | 2 | -2 | -0.4
(24) Cc1ccc(CCP(=O)(O)CCC(=O)O)cn1
 : 0.1 | -8 | -3 | 0.4
(25) CCC1(C)CC(CC(=O)O)(c2ccc(OC)cc2)CCO1 (stereo not given)
 : -0.1 | -2 | 4 | -0.1
(26) CCCCc1ccc(NC(=O)CSc2nnc(-c3cccnc3)n2-n2cccc2)cc1
 : 0.1 | 3 | 6 | 1.5
(27) C/C=C/c1ccc(OCCn2cncn2)c(OC)c1
 : -0.3 | 55* | -5 | 0.0
(28) CCOC(=O)CN1C(c2ccc(Cl)cc2)=Nc2ccc(Br)cc2C1c1ccccc1 (stereo not given)
 : 0.0 | -14 | 1 | 1.5
(29) COc1cccc2cc(C(=O)NC(C)=O)c(=Nc3cccc4ccccc34)oc12
 : 0.1 | 11 | 5 | -0.8
(30) Cc1c(NC(=O)c2cccnc2Cl)c(=O)n(-c2ccccc2)n1C
 : 0.1 | 5 | -2 | 0.2
(31) CN(C)CCCNC(=S)Nc1cccc(F)c1
 : 0.2 | 6 | 1 | 1.9
(32) CSc1nc2ccccc2n1CCO
 : 0.1 | 14 | 6 | 0.7
(33) O=S(=O)(CC(O)COc1ccccc1Cl)c1ccc(Cl)cc1 (stereo not given)
 : -0.1 | 0 | 3 | 2.0
(34) NC(=O)c1ccc(NS(=O)(=O)c2ccc(F)cc2)cc1
 : 0.7 | 18 | 8 | 0.4
(35) CC(C)(NC(=O)C(Br)C(C)(C)C)c1ccncc1 (stereo not given)
 : -0.1 | 4 | 2 | 0.0
(36) O=C1OC(c2cc([N+](=O)[O-])ccc2Cl)=N/C1=C\c1ccc(Cl)c(Cl)c1
 : 0.1 | -12 | 3 | 0.3
(37) CCOc1ccc(C(=O)Nc2c(N)nc(SCC(=O)NC3CCCC3)[nH]c2=O)cc1
 : -0.1 | -5 | -4 | 0.7
(38) NC(=O)c1cn(-c2ccccc2)nc1C12CC3CC(CC(C3)C1)C2
 : -0.1 | 17 | -1 | -0.9
(39) Nc1nnc(SCCN2CCN(c3ccc(C(F)(F)F)cc3[N+](=O)[O-])CC2)s1
 : 0.0 | -13 | 5 | 0.6
(40) CCC1CN(CC(=O)NCCc2cnn(C)c2)Cc2ccc(Cl)cc2O1 (stereo not given)
 : 0.0 | 2 | -5 | 0.0
(41) Cc1ccc(NC(=O)Nc2nnc(N3CCC(C)CC3)s2)c(Cl)c1
 : -0.2 | 0 | 6 | 1.5
(42) CCOc1ccc(/C(O)=C2/C(=O)C(=O)N(CCN(C)C)C2c2ccc(F)cc2)cc1C (stereo not given)
 : 0.1 | 7 | 3 | -2.1
(43) CCOC(=O)c1c(NC(=O)CSc2nnc(CNC(=O)c3cccc(F)c3)n2-c2ccc(Br)cc2)sc2c1CCC2
 : 0.1 | 0 | -13 | -0.8
(44) Cc1ncc2c(c1CNC(=O)CSc1ccccc1)CCN(C(=O)C1CCC1)C2
 : 0.7 | -8 | -10 | 0.9
(45) CCOc1cc(C)cc2oc(=O)c(Cc3ccccc3)c(C)c12
 : 0.0 | 13 | 6 | 0.3

In a second layout: 5 of the compounds above
18	CC(C)(C)CC(=O)NCC(c1cccs1)N1CCc2ccccc2C1 (stereo not given)
19	COc1cc(OC)c(NC(=O)c2ccc(N3CC4CC(C3)c3cccc(=O)n3C4)c([N+](=O)[O-])c2)cc1Cl (stereo not given)
20	COc1ccc(C(=O)NC(=S)Nc2cc(N3CCCC3)c([N+](=O)[O-])cc2C)cc1Cl
21	O=C(Nc1ccccc1)c1cc2ccccc2oc1=Nc1ccc(Cl)cc1Cl
22	O=C(CSc1nnc2ncccn12)Nc1ccc(OCc2ccccc2)cc1

Assay by compound,18,19,20,21,22
FBW7 act,0.0,0.2,0.0,-0.1,0.1
MITF primary,-10,21,-5,1,2
TEAD-YAP block,-1,-17,5,-21,10
GPR151 ag,0.1,-0.4,0.0,0.1,0.5

Additional entries follow:
Value order – FBW7 act | MITF primary | TEAD-YAP block | GPR151 ag
(46) COC(=O)Nc1cc([N+](=O)[O-])cc([N+](=O)[O-])c1Br
 : -0.3 | -4 | 99* | 4.5
(47) Cc1ccc2sc(N(CCN(C)C)C(=O)c3nc4ccccc4s3)nc2c1C
 : -0.1 | 20 | 0 | 3.8
(48) O=C(Cn1cnc2ccccc2c1=O)c1ccc(Br)cc1
 : 0.7 | 10 | -40 | 0.3
(49) CCOc1cc(N2CCOCC2)c(OCC)cc1NC(=O)CSc1cccc[n+]1[O-]
 : -0.1 | 3 | -10 | -0.9
(50) CCCNc1ccnc(Nc2ccc3ncccc3c2)n1
 : -0.1 | 0 | -49 | -1.2
(51) CC(C)C(=O)Nc1cccc(C(=O)NC2CCCCCC2)c1
 : 1.0 | 6 | -44 | 0.2
(52) COc1ccc(-n2c(SCC(=O)Nc3cccc(Cl)c3)nc3n[nH]c(C)c3c2=N)cc1
 : -0.1 | -9 | 8 | -0.8
(53) COc1cc(C(=O)NC(C(=O)O)C(C)C)cc(OC)c1OC (stereo not given)
 : 0.1 | -7 | -9 | -2.0
(54) CCOc1ccc(C2C(C(N)=O)=C(C)Nc3nc(-c4cccc(C)c4)nn32)cc1OC (stereo not given)
 : 0.4 | 20 | 14 | -0.9
(55) COc1ccc(C(=O)Oc2ccc3c(C)cc(=O)oc3c2)cc1[N+](=O)[O-]
 : 0.1 | -18 | -3 | 0.3
(56) Cc1ccc2c(c1)CC(C)N2S(=O)(=O)c1nnc(NC(=O)c2cccs2)s1 (stereo not given)
 : 0.0 | 11 | 2 | -0.9
(57) CCc1nnc(N2C(=O)c3cccc4c([N+](=O)[O-])ccc(c34)C2=O)s1
 : 0.0 | -7 | -14 | 0.6
(58) COC(=O)c1cc(COC(=O)c2cc(OC)c(OC)cc2[N+](=O)[O-])oc1C
 : 0.2 | 9 | 13 | 0.1
(59) CCOC(=O)C1=C(C)N=c2s/c(=C\c3cc(Cl)c(OC)c(OCC)c3)c(=O)n2C1c1ccccc1OC(C)C (stereo not given)
 : 0.0 | -3 | -7 | 0.4
(60) CC1CCCCN1C(=O)Cn1ncc2c3ccccc3n(Cc3ccccc3)c2c1=O (stereo not given)
 : 0.2 | 19 | 2 | -1.3
(61) CCN1C(=O)/C(=C/c2ccccc2NC(C)=O)SC1=S
 : -0.1 | 10 | -6 | -0.1
(62) Cc1cc2c(o1)c1cnn(CC(=O)NC3CC3)c(=O)c1n2C
 : 1.0 | 13 | -2 | -0.2
(63) CN(C(=O)Nc1c[nH]c2ccccc12)C1CCCCC1
 : 0.1 | -9 | 5 | -0.2
(64) C=CCn1c(=O)c2c(nc3n(-c4ccccc4C)c(C)cn23)n(C)c1=O
 : 2.1* | 23 | 6 | -0.1
(65) COc1ccc(OC)c(NC(=O)C(=O)NC2CCC(C)CC2)c1 (stereo not given)
 : 0.0 | 0 | 0 | 0.6
(66) CCOC(=O)N1CCN(c2nc3ccc(Cl)cc3nc2-n2nc(C)cc2C)CC1
 : 0.0 | -6 | -12 | -0.7
(67) Cc1cccc(NC(=O)CN2C(=O)N/C(=C/c3cc(C)n(C)c3C)C2=O)c1
 : -0.1 | 0 | 0 | 0.3
(68) CCCOC(=O)c1ccc(NC(=O)CC(C)(C)C)cc1
 : 0.2 | 10 | -83 | 0.6
(69) O=C1CCCN1c1ccccc1[N+](=O)[O-]
 : -0.1 | 2 | -1 | -0.3
(70) Oc1c(CN2CCN(c3cccc(C(F)(F)F)c3)CC2)cc(Br)c2cccnc12
 : -1.1 | 1 | 37* | -0.3
(71) Cc1ccc(C(=O)N2CCC[C@@H]3CN(Cc4ccsc4)CC[C@H]32)cc1N1CCNC1=O
 : -0.1 | -11 | -14 | -0.4
(72) O=C(Cc1ccc(F)cc1)NCCn1nc(-c2ccco2)ccc1=O
 : 0.1 | 16 | 1 | -1.0
(73) Cc1cc(C)cc(NC(=O)NN2C(C)CCCC2C)c1 (stereo not given)
 : 0.1 | 2 | 7 | 0.5
(74) CC(C)CNC(=O)CN(c1cc(Cl)cc(Cl)c1)S(C)(=O)=O
 : 0.1 | -13 | 1 | -1.6
(75) N#CCCC12CCCCC1=Nc1ccccc12 (stereo not given)
 : -0.2 | -8 | 4 | -0.6
(76) CN1C(=O)C(C)(C)c2cc(S(=O)(=O)N3CCCC3C(=O)Nc3ccc(F)cc3)ccc21 (stereo not given)
 : 0.1 | 6 | -4 | 0.1
(77) O=C(CCc1ccccc1)Nc1ccc(OCC(=O)N2CCOCC2)cc1
 : 0.0 | 6 | 1 | 0.5
(78) O=C1C(=O)N(c2cccnc2)C(c2ccc(Cl)cc2)/C1=C(\O)c1ccc(Cl)cc1 (stereo not given)
 : 0.1 | -1 | 4 | 0.4
